V1aR counter – V1a receptor agonism, counter-screen for OXTR agonists; P37288; CHO-V1R cells, Fluo-8 calcium fluorescence, agonist mode; 0% DMSO, 100% 3 nM vasopressin; activation, % at 3 µM; hit rate 0.25% among 320,000;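 active means activation above the mean activation of all tested compounds plus 3 SD, per screening run, cut at about 20% in these data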;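 further: signal is peak over basal fluorescence ratio across a 100 second FLIPR read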
DNA FID counter – counter-screen for HCV NS3 helicase inhibitors: DNA intercalator displacement; DNA fluorescent intercalator displacement, fluorescence; inhibition, % at 7.9 µM; hit rate 0.17% among 290,000; in the data active means inhibition above about 37%;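 further: 0% = vehicle and 100% = reference compound; higher means more ethidium bromide displaced from hairpin DNA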
IMP-1 inhibitor – blocks Pseudomonas aeruginosa IMP-1 metallo-beta-lactamase | inhibition, % at 5.6 µM | hit rate 0.45% among 290,000 | AID 1556 | purified IMP-1, nitrocefin hydrolysis, epi-absorbance fluorescence;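 active means inhibition above the mean plus 3 SD of all compounds in the same screening run, cut at about 4.5% in these data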;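 further: 0% = IMP-1 with DMSO and 100% = DMSO wells lacking enzyme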
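assay system = purified recombinant IMP-1 metallo-beta-lactamase enzyme | schedule = 15 min preincubation plus 25 min reaction at 25 °C | signal = Epi-absorbance fluorescence, 480 nm excitation, 530 nm emission | read-out basis = percent inhibition from optical density relative to buffer-blank wells | controls = IMP-1 with DMSO as 0%, enzyme-free DMSO as 100%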
GalR3 antag – human GalR3 antagonism. O60755. HEK293 GalR3-CNG cAMP membrane potential fluorescence; galR3 body fused to GalR1 C-terminus. inhibition, % at 3 µM. hit rate 0.44% among 360,000;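 active means inhibition above the screen-wide average plus 3 SD, cut at about 13% in these data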;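 further: forskolin and galanin both at EC90 stimulate the cells; cAMP rise reported by CNG channel membrane potential dye signal; 0% = forskolin plus galanin with DMSO and 100% = forskolin alone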
Target sequence (O60755 1-299 limits assumed): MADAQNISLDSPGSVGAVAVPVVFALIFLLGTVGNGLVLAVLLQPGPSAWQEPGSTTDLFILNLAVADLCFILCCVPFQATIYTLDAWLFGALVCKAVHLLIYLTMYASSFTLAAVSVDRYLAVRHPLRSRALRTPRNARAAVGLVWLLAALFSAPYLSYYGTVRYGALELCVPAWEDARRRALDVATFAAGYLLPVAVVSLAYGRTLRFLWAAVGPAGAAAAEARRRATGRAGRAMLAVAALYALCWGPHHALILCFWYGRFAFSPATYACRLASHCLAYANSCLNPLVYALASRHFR
VIM-2 inh – blocks Pseudomonas aeruginosa VIM-2 metallo-beta-lactamase; inhibition, % at 5.6 µM; purified VIM-2, nitrocefin hydrolysis, epi-absorbance fluorescence; hit rate 0.89% among 290,000;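 active means inhibition above the mean of all tested compounds plus 3 SD, cutoff set per screening run, cut at about 7.5% in these data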;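 further: red hydrolysis product quenches plate fluorescence so inhibitors raise well fluorescence; 0% = enzyme with DMSO and 100% = DMSO without enzyme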
NS3 helicase inh – blocks Hepatitis C virus NS3 helicase unwinding. hit rate 0.56% among 290,000. inhibition, % at 10.9 µM. NS3 helicase DNA unwinding, Cy5 molecular beacon fluorescence;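 active means inhibition above the mean of all tested compounds plus 3 SD, set per campaign, cut at about 35% in these data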;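 further: 0% = DMSO wells and 100% = thioflavine S control wells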
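Material: hepatitis C virus NS3 helicase domain fragment enzyme; measured by: Cy5 fluorescence, 0 and 60 min reads; control set: DMSO and thioflavine S; incubation: 60 min unwinding reaction at 25 °C after ATP addition; read-out basis: % inhibition from 60/0 min fluorescence ratio, DMSO 0%, thioflavine S 100%; repeats: singlicate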
GPR7 antagonist – human neuropeptides B/W receptor 1 antagonism; GPR7-expressing cells, fluorescence antagonist assay; inhibition, % at 4.4 µM; hit rate 1.1% among 290,000; AID 1861; in the data active means inhibition above about 16%, passing the limit was not always enough;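 further: cells stimulated with the agonist NPW; 0% = agonist with vehicle and 100% = vehicle without agonist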
PHOSPHO1 inh – PHOSPHO1 (human) inhibition | inhibition, % at 13.3 µM | hit rate 1.1% among 290,000 | Q8TCT1 | AID 1565 | recombinant PHOSPHO1, absorbance phosphatase assay; in the data active means inhibition above about 60%
Target sequence (Q8TCT1 whole entry, looked up): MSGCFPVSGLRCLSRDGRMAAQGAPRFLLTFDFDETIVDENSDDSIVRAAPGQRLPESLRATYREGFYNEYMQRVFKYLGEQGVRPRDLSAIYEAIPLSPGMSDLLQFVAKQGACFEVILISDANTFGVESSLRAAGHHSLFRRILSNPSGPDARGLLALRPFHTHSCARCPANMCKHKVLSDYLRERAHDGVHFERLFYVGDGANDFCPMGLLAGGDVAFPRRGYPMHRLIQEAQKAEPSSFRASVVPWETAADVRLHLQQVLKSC
OXTR agonist – agonists of human oxytocin receptor; P30559; CHO-OTR cells, Fluo-8 calcium fluorescence; normalized: DMSO 0%, oxytocin 100%; activation, % at 3 µM; hit rate 0.32% among 320,000; AID 2435;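 active means activation above the mean of all tested compounds plus 3 SD, cutoff set per screening run, cut at about 20% in these data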;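 further: peak over basal fluorescence ratio from a 100 s FLIPR kinetic read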
Target sequence (P30559 whole entry, looked up): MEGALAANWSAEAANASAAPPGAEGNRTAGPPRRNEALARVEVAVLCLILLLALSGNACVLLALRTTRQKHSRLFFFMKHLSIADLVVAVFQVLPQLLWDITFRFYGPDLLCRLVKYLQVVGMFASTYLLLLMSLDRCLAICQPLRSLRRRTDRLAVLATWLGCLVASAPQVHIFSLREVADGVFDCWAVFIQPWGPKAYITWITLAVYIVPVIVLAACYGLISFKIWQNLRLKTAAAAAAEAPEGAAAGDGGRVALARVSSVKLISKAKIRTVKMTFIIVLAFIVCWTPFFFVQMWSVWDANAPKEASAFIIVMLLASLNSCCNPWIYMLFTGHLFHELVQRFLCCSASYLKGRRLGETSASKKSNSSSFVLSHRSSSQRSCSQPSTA
The depositor's hits bear a star.

`COCCN(Cc1cc2c(C)cc(C)cc2nc1Cl)C(=O)c1ccccc1F` gave V1aR counter -1.0, DNA FID counter 8, IMP-1 inhibitor -4.2, GalR3 antag -2, VIM-2 inh -1.1, NS3 helicase inh -4, GPR7 antagonist -4, PHOSPHO1 inh 24 and OXTR agonist -0.6.
`Cn1c(SCc2cccc(Br)c2)nc2c1c(=O)[nH]c(=O)n2C` gave V1aR counter 2.1, DNA FID counter -28, IMP-1 inhibitor -1.2, GalR3 antag -3, VIM-2 inh 2.0, NS3 helicase inh 17, GPR7 antagonist -19, PHOSPHO1 inh 8 and OXTR agonist 0.5.
Screening O=C(Nc1ccon1)c1ccc(Br)s1 returned V1aR counter 0.3, DNA FID counter -6, IMP-1 inhibitor -0.1, GalR3 antag -4, VIM-2 inh 1.1, NS3 helicase inh 4, GPR7 antagonist 4, PHOSPHO1 inh 43 and OXTR agonist -0.3.
For Cc1ccc2c(c1)c1c3n2CCN(CCC(=O)O)C3CCC1 (stereo unspecified) the results were V1aR counter 0.7, DNA FID counter -9, IMP-1 inhibitor -4.0, GalR3 antag -10, VIM-2 inh -0.4, NS3 helicase inh 2, GPR7 antagonist -11, PHOSPHO1 inh 30 and OXTR agonist -0.5.
CCc1ccc(NC(=O)N(CCCN2CCOCC2)Cc2cccs2)cc1 was read as V1aR counter -0.8, DNA FID counter 4, IMP-1 inhibitor -1.8, GalR3 antag -3, VIM-2 inh -1.6, NS3 helicase inh -3, GPR7 antagonist -17, PHOSPHO1 inh -11 and OXTR agonist -1.6.
`Cc1c(C(=O)Nc2cccc(Cl)c2)cn2c(nc3ccccc32)c1C#N` gave V1aR counter 0.1, DNA FID counter 0, IMP-1 inhibitor -2.1, GalR3 antag 4, VIM-2 inh -1.2, NS3 helicase inh 1, GPR7 antagonist -4, PHOSPHO1 inh -3 and OXTR agonist 0.5.
For Cc1cccc2sc(NC(=O)CCNS(=O)(=O)c3cccc4nonc34)nc12 the results were V1aR counter 13, DNA FID counter 0, IMP-1 inhibitor -3.8, GalR3 antag -4, VIM-2 inh -2.3, NS3 helicase inh 2, GPR7 antagonist -4, PHOSPHO1 inh -22 and OXTR agonist 20*.
Screening COc1ccc(NC(=O)N2CCCC2C(=O)NCc2cccs2)cc1 (stereo unspecified) returned V1aR counter 1.0, DNA FID counter -8, IMP-1 inhibitor -1.4, GalR3 antag -7, VIM-2 inh 0.2, NS3 helicase inh 1, GPR7 antagonist -4, PHOSPHO1 inh 39 and OXTR agonist 0.5.
Screening CCOC1OC(=O)C(Cl)=C1Nc1ccc(C)cc1 (stereo unspecified) returned V1aR counter -0.5, DNA FID counter 0, IMP-1 inhibitor -1.1, GalR3 antag -2, VIM-2 inh -3.0, NS3 helicase inh 2, GPR7 antagonist -14, PHOSPHO1 inh 4 and OXTR agonist -1.1.
For CCCc1nnc(NC(=O)c2ccc(N3C(=O)C4C5C=CC(C5)C4C3=O)cc2)s1 (stereo unspecified) the results were V1aR counter 1.4, DNA FID counter -23, IMP-1 inhibitor -2.9, GalR3 antag -5, VIM-2 inh -3.4, NS3 helicase inh -2, GPR7 antagonist -4, PHOSPHO1 inh 2 and OXTR agonist 1.0.
For Oc1cccc(NC(=S)Nc2ccccc2)c1 the results were V1aR counter 0.1, DNA FID counter -6, IMP-1 inhibitor -2.4, GalR3 antag -8, VIM-2 inh -2.4, NS3 helicase inh -2, GPR7 antagonist -6, PHOSPHO1 inh 30 and OXTR agonist 0.0.
For CCN(CC)c1c([N+](=O)[O-])c(=O)n(CC)c2ccccc12 the results were V1aR counter -1.9, DNA FID counter -10, IMP-1 inhibitor -3.5, GalR3 antag -8, VIM-2 inh -3.3, NS3 helicase inh 10, GPR7 antagonist -7, PHOSPHO1 inh 4 and OXTR agonist -2.8.
Screening O=C(NNC(=O)C1CCN(c2ncccn2)CC1)c1ccc(Cl)cc1 returned V1aR counter 0.4, DNA FID counter -5, IMP-1 inhibitor -2.5, GalR3 antag -4, VIM-2 inh -2.6, NS3 helicase inh 7, GPR7 antagonist 1, PHOSPHO1 inh -24 and OXTR agonist 1.0.
COC(=O)C1(Cc2ccccc2)NC(c2ccccc2C)C2C(=O)N(c3ccc4c(c3)OCO4)C(=O)C21 (stereo unspecified) was read as V1aR counter 12, DNA FID counter -16, IMP-1 inhibitor -3.8, GalR3 antag 2, VIM-2 inh -0.9, NS3 helicase inh -1, GPR7 antagonist -2, PHOSPHO1 inh -1 and OXTR agonist 12.
O=C(O)C1CN(c2ncccc2[N+](=O)[O-])C1 was read as V1aR counter 0.0, DNA FID counter 0, IMP-1 inhibitor -1.6, GalR3 antag 6, VIM-2 inh -3.1, NS3 helicase inh 7, GPR7 antagonist -5, PHOSPHO1 inh 42 and OXTR agonist 0.7.
`O=C(N/C(=C/c1ccc(Cl)cc1)C(=O)N1CCCCC1)c1ccco1` gave V1aR counter 1.2, DNA FID counter -43, IMP-1 inhibitor -1.3, GalR3 antag -4, VIM-2 inh -1.2, NS3 helicase inh -2, GPR7 antagonist -8, PHOSPHO1 inh 23 and OXTR agonist 0.7.
For CCOc1ccc(NC(=O)N2CCN(C(=O)c3ccco3)CC2)cc1 the results were V1aR counter 0.1, DNA FID counter -9, IMP-1 inhibitor -2.0, GalR3 antag -4, VIM-2 inh -0.5, NS3 helicase inh 10, GPR7 antagonist -8, PHOSPHO1 inh 20 and OXTR agonist 0.3.
`O=C(COC(=O)c1ccco1)c1ccccc1` gave V1aR counter 0.6, DNA FID counter -6, IMP-1 inhibitor -1.2, GalR3 antag -6, VIM-2 inh -0.6, NS3 helicase inh 0, GPR7 antagonist 3, PHOSPHO1 inh 14 and OXTR agonist 0.7.
CC(C)=C(NC(=O)c1ccccc1)C(=O)N/N=C/c1ccc(O)cc1 was read as V1aR counter 1.5, DNA FID counter -3, IMP-1 inhibitor -4.7, GalR3 antag -11, VIM-2 inh 0.1, NS3 helicase inh -4, GPR7 antagonist -12, PHOSPHO1 inh -14 and OXTR agonist 0.1.
For CCOC(=O)C(=O)/C(C#N)=C/Nc1ccc(Cl)cc1 the results were V1aR counter 1.0, DNA FID counter 2, IMP-1 inhibitor 0.9, GalR3 antag -2, VIM-2 inh 0.8, NS3 helicase inh 9, GPR7 antagonist 7, PHOSPHO1 inh -3 and OXTR agonist 0.2.
Screening COc1ccc(C(=O)Nc2ccc3c(c2)OCCO3)cc1[N+](=O)[O-] returned V1aR counter -1.3, DNA FID counter 7, IMP-1 inhibitor -1.4, GalR3 antag -4, VIM-2 inh 0.7, NS3 helicase inh 23, GPR7 antagonist 4, PHOSPHO1 inh 19 and OXTR agonist -3.1.
CCN(CC)C(=O)c1cnn(-c2ccccc2)c1NC(=O)c1ccccc1F was read as V1aR counter -0.9, DNA FID counter -12, IMP-1 inhibitor -4.3, VIM-2 inh -1.1, NS3 helicase inh -5, GPR7 antagonist -11, PHOSPHO1 inh 22 and OXTR agonist -0.2.
`CCOC(=O)Cc1csc(NC(=S)NC(=O)C(C)(C)C)n1` gave V1aR counter 3.4, DNA FID counter -7, IMP-1 inhibitor -2.1, GalR3 antag -12, VIM-2 inh -0.3, NS3 helicase inh 7, GPR7 antagonist -5, PHOSPHO1 inh -4 and OXTR agonist 2.7.
Screening O=C(CCN1C(=O)c2ccccc2C1=O)Nc1ccccc1C(F)(F)F returned V1aR counter -1.2, DNA FID counter -5, IMP-1 inhibitor -3.8, GalR3 antag -11, VIM-2 inh -1.1, NS3 helicase inh 7, GPR7 antagonist -4, PHOSPHO1 inh 28 and OXTR agonist 0.5.
For COc1ccc(NC(=O)Cn2nnc(-c3ccccc3NC(=O)c3cccs3)n2)cc1 the results were V1aR counter -0.4, DNA FID counter 6, IMP-1 inhibitor 0.3, GalR3 antag -1, VIM-2 inh 0.8, NS3 helicase inh -8, GPR7 antagonist -11, PHOSPHO1 inh 17 and OXTR agonist 1.0.
`CNCc1ccccc1OCC(=O)Nc1ccccc1` gave V1aR counter 1.1, DNA FID counter 0, IMP-1 inhibitor -3.4, GalR3 antag -7, VIM-2 inh -2.2, NS3 helicase inh 0, GPR7 antagonist -9, PHOSPHO1 inh 13 and OXTR agonist 0.1.
Screening CCOc1ccc(/C=C/C2=CC(C)(C)NC(=S)N2)cc1 returned V1aR counter -1.2, DNA FID counter -10, IMP-1 inhibitor -2.6, GalR3 antag -4, VIM-2 inh -1.6, NS3 helicase inh -5, GPR7 antagonist -13, PHOSPHO1 inh 21 and OXTR agonist -2.1.
Cc1ccc2nsnc2c1NC(=O)c1cccnc1Cl was read as V1aR counter -0.2, DNA FID counter 4, IMP-1 inhibitor -2.8, GalR3 antag 2, VIM-2 inh -3.1, NS3 helicase inh -1, GPR7 antagonist -1, PHOSPHO1 inh 2 and OXTR agonist -0.7.
`CC1(C)OC(=O)C(=CNCC(=O)NCC(=O)O)C(=O)O1` gave V1aR counter 0.6, DNA FID counter -1, IMP-1 inhibitor -2.5, GalR3 antag -5, VIM-2 inh -6.1, NS3 helicase inh -6, GPR7 antagonist -4, PHOSPHO1 inh 19 and OXTR agonist 0.1.
Screening CC(C)=CCc1c(O)ccc(C(=O)Cc2ccccc2)c1O returned V1aR counter 2.1, DNA FID counter 12, IMP-1 inhibitor -2.3, GalR3 antag -2, VIM-2 inh -1.2, NS3 helicase inh -5, GPR7 antagonist 0, PHOSPHO1 inh -3 and OXTR agonist 2.3.
For CCOc1ccc(S(=O)(=O)N2CCN(c3ccc(C)cc3C)CC2)cc1 the results were V1aR counter 0.1, DNA FID counter -2, IMP-1 inhibitor -2.4, VIM-2 inh -4.5, NS3 helicase inh -5, GPR7 antagonist -10, PHOSPHO1 inh 6 and OXTR agonist -1.5.
CN(C)c1ccc(N=Nc2ccccc2C(=O)OCC(=O)N2CCCCCC2)cc1 was read as V1aR counter -1.5, DNA FID counter -34, IMP-1 inhibitor -2.9, GalR3 antag -2, VIM-2 inh -0.8, NS3 helicase inh -6, GPR7 antagonist -3, PHOSPHO1 inh 9 and OXTR agonist -1.7.
Screening COc1ccc(NC(=O)c2cc(-c3ccc(C)cc3O)n[nH]2)c(OC)c1 returned V1aR counter 2.2, DNA FID counter -17, IMP-1 inhibitor -2.6, GalR3 antag -11, VIM-2 inh -1.3, NS3 helicase inh -6, GPR7 antagonist -23, PHOSPHO1 inh 28 and OXTR agonist -0.1.
Fc1ccccc1Cn1c2[n+](c3ccc(C(F)(F)F)cc31)CCCCC2 was read as V1aR counter 1.2, DNA FID counter 8, IMP-1 inhibitor -3.1, GalR3 antag 1, VIM-2 inh -1.8, NS3 helicase inh 0, GPR7 antagonist -12, PHOSPHO1 inh -35 and OXTR agonist 0.1.
For Cn1cc(S(=O)(=O)NC(c2ccccc2)c2ccccc2)c(=O)n(C)c1=O the results were V1aR counter -0.3, DNA FID counter -17, IMP-1 inhibitor -3.4, GalR3 antag 4, VIM-2 inh -1.8, NS3 helicase inh 6, GPR7 antagonist -1, PHOSPHO1 inh 42 and OXTR agonist -0.3.
